From PubChem BioAssay
iPSC survival up = hiPSC single-cell survival enhancement; 360,000 tested, 0.044% active; ATPlite luminescence; 100% = ROCK inhibitor wells, 0% = DMSO; survival enhancement, % at 20 µM; in the data active means survival enhancement above about 18%;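 further: cells exposed to compounds for 16 hours before the ATP read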
H9c2 protect = myocardial damage modulation in H9c2 cells; H9c2 cardiomyocytes, H2O2 injury protection, ATPLite, 2 h; protection from H2O2 cell death, % at 20 µM; 360,000 tested, 0.63% active; AID 588492;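 active means compounds giving at least 50% protection of heart cells from peroxide-induced death in the single-dose screen, raw or plate-pattern-corrected value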;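 further: 0% = DMSO wells with peroxide and 100% = DMSO wells without peroxide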
HIF-2a inh = blocks HIF-2a reporter activity; 786-0 RCC cells HIF-2a reporter, luciferase luminescence, overnight; inhibition, % at 18.8 µM; 360,000 tested, 0.72% active; AID 624352;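 active means inhibition of the luminescence signal of 40% or more relative to plate controls, in a single-dose primary screen at 18.75 µM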
NR2E3 ag-1 = NR2E3 (human) agonism | Q9Y5X4 | GST-NR2E3/biotin-RetCOR TR-FRET, 1536-well | inhibition of corepressor binding, % at 4.78 µM | 320,000 tested, 0.12% active | AID 2300;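 active means percent inhibition above the cutoff of mean plus 3 SD of all tested compounds, set per screening campaign, cut at about 20% in these data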;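 further: 0% = DMSO wells and 100% = biotin wells as full block of FRET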
Target sequence (Q9Y5X4 whole entry, looked up): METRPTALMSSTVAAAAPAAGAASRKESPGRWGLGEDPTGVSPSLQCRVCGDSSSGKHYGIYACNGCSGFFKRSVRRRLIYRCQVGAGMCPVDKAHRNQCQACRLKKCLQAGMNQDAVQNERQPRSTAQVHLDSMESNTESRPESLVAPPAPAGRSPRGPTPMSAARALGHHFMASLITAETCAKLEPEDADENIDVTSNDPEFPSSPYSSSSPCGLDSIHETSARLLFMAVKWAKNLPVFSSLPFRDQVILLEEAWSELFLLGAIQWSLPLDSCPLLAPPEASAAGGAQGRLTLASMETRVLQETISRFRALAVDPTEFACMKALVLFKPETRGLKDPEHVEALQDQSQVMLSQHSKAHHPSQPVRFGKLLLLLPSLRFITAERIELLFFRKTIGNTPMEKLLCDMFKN
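Material: NR2E3–RetCOR corepressor complex | Quantity: 1.35 nM GST-tagged NR2E3 final | Schedule: 5 h at 4 °C | Replication: Singlicate compound wells | Reagent: RetCOR corepressor, biotinylated, 7 nM | Controls: Biotin wells as high control, 0.6% DMSO wells as low control | Signal: TR-FRET, Eu(K)-anti-GST donor, streptavidin-D2 acceptor, ex 340, em 617/671 nm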
TRPM1 prom inh = reduces MITF-dependent TRPM1 promoter luciferase signal; SK-MEL-5 TRPM1 promoter luciferase, 24 h; inhibition, % at 12.5 µM; 330,000 tested, 0.83% active; AID 488899;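 active means mean inhibition across replicates of 60% or more, whatever share of single replicates reaches that level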; further: values of inactives mirror those of a sister screen read the other way
NR2E3 ag-2 = activates human NR2E3 receptor. CHO-S Gal4-NCOR/VP16-NR2E3 two-hybrid, luciferase. 360,000 tested, 0.35% active. Q9Y5X4. inhibition of corepressor binding, % at 3.98 µM. AID 602229;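 active means inhibition above the mean of all tested compounds plus 3 SD, cut at about 70% in these data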;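 further: 0% = DMSO with NR2E3 transfected cells and 100% = cells lacking NR2E3 construct; higher means lower luciferase signal from less NR2E3 corepressor binding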
Shn3 inh set2 = inhibitors of Schnurri-3 3'UTR reporter in osteoblasts; 360,000 tested, 0.52% active; Clone20 osteoblast Shn3 3'UTR firefly luciferase, 24 h; inhibition, % at 12.5 µM;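 active means mean inhibition of at least 75% with every replicate also reaching 75%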;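 further: 0% = median of neutral control wells and 100% = pilot-screen positive control compound; some compounds past the cut are filed as inactive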
PDI turbidity = blocks human protein disulfide isomerase activity; PDI insulin aggregation turbidity, A650, 90 min; inhibition, % at 10 µM; 350,000 tested, 0.052% active; AID 588391;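 active means mean inhibition across replicates of 30% or more, whatever share of single replicates reach that level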;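 further: absorbance from insulin aggregation driven by PDI reduction with DTT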
Target sequence (P07237 whole entry, looked up): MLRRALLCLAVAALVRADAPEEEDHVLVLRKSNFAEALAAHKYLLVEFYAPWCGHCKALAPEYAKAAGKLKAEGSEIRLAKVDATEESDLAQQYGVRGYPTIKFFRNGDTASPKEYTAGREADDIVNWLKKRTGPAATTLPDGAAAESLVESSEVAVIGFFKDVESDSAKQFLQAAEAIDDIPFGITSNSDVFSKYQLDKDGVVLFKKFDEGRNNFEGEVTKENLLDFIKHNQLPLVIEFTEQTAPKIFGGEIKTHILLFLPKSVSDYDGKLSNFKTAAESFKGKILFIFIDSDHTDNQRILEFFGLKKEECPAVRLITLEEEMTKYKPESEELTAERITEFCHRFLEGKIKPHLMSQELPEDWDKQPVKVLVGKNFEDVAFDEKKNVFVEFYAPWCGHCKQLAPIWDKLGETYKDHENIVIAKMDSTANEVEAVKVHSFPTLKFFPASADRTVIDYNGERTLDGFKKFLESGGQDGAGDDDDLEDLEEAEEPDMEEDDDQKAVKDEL
HTR2A ag = agonists of mouse serotonin 5-HT2A receptor (HTR2A); activation, % at 7.6 µM; CHO-K1 mHTR2A beta-arrestin complementation, luminescence; percent of 30 µM serotonin response; 360,000 tested, 0.66% active;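 active means activation above a run cutoff, the mean activation of all tested compounds plus 3 SD, cut at about 14% in these data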;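 further: 0% = plate median of compound wells and 100% = 30 µM serotonin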
CaV13 FRET inh = Primary screen for inhibitors of IQ motif and Ca2+-dependent inactivation inhibitor domain binding in CACNA1D, Förster resonance energy transfer in living cells, …; HEK cells, CFP/YFP FRET ICDI-IQ, plate reader, 10 min; percent FRET-ratio fall versus neutral wells; inhibition, % at 12.3 µM; 340,000 tested, 0.098% active;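 active means mean replicate inhibition of at least 30% and at least 1% of replicates passing that level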;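 further: 0% = median of the neutral control wells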
Peg3 promoter = inhibitors of Peg3 promoter | AID 588405 | 360,000 tested, 1.7% active | inhibition, % at 20 µM | HeLa PEG-Prom luciferase reporter, luminescence, overnight;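 active means inhibition of at least 50% at 20 µM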
* = called active by the depositor; . = not tested or not shown.

SMILES	iPSC survival up	H9c2 protect	HIF-2a inh	NR2E3 ag-1	TRPM1 prom inh	NR2E3 ag-2	Shn3 inh set2	PDI turbidity	HTR2A ag	CaV13 FRET inh	Peg3 promoter
Cc1nc2c(C)cccc2c2c1COC2	-0.6	2	13	3	-7	-23	18	-2	-2	-5	-1
CCOc1ccccc1NC(=O)C1CCN(S(=O)(=O)c2c(C)nn(C)c2C)CC1	-1.3	4	-3	3	.	3	-4	.	0	-4	2
COc1ccc2nc(SCCC(=O)O)cc(C)c2c1	-0.7	-6	4	4	7	-18	23	-9	-2	-1	-7
CCOc1ccccc1NC(=O)CCS(=O)(=O)c1ccc2c(c1)CC(C)N2C(C)=O (stereo unspecified)	-0.1	-2	10	1	-1	14	-27	-2	-2	-3	-5
CCC(=O)c1cn(CC(=O)NCC2CCCO2)c2ccccc12 (stereo unspecified)	0.6	2	-28	-1	7	-31	10	-5	1	-4	-29
CC(=O)Nc1ccc(S(=O)(=O)NCC(=O)NCCCc2ccccc2)cc1	-0.4	-1	3	0	12	-16	18	3	-4	-5	5
CC(C)CNC(=O)c1cccc2c(-c3cccc(C(N)=O)c3)coc12	-0.2	-6	-132	.	.	-46	-6	-7	5	-7	-97
CCC(=O)N1CCc2cc(S(=O)(=O)NCCC(=O)NCc3ccccc3OC)ccc21	0.9	0	4	-2	1	-7	9	-5	3	-15	-8
C=CCN(CC=C)C(=O)CN1C(=O)NC(Cc2c[nH]c3ccccc23)C1=O (stereo unspecified)	0.1	2	9	2	5	-7	6	19	-5	-18	-4
COc1ccc(C(=O)NCC(=O)OCC(=O)Nc2cccc(S(=O)(=O)N3CCCC3)c2)cc1	0.5	-5	8	3	-5	-12	2	-3	2	-5	2
CCOc1ccccc1OCCOCCOc1ccccc1[N+](=O)[O-]	-0.1	-7	1	2	4	-7	11	-1	-5	-14	12
CCn1c(CN2CCN(C(c3ccccc3)c3ccccc3)CC2)nc2c1c(=O)n(C)c(=O)n2C	0.6	4	15	2	-2	-36	12	4	-4	.	2
COc1cc(CNC2CCCC2)cc(Cl)c1OCc1ccccc1F	-1.3	9	-18	-3	-14	0	6	3	6	-6	14
COc1ccc(/C=C/C(=O)Nc2ccccc2C(F)(F)F)cc1	6.9	7	-139	-3	-53	-38	-37	-1	0	-5	-130
Cn1c(SCC(=O)NCC2CCCO2)ncc(C(=O)Nc2ccc(F)cc2)c1=O (stereo unspecified)	1.6	-2	-28	1	47	-12	-19	-2	10	-2	-3
COc1ccc(/C=C2/SC(=O)N(CCNC(=O)C3CC(=O)N(Cc4ccccc4)C3)C2=O)cc1 (stereo unspecified)	-3.2	-6	-162	.	.	-46	-4	1	12	-12	-123
Cc1ccc2cc(C#N)c(SCC(=O)N3CCCc4ccccc43)nc2c1	-0.2	-1	16	1	-7	-5	23	1	0	-4	-1
O=C(c1cc(COc2ccc(F)cc2Cl)on1)N(CCO)Cc1cccs1	-0.4	-5	-110	0	-36	-21	-8	1	-12	-5	-56
CCCCn1c(=N)n(CC(=O)C(C)(C)C)c2ccccc21	1.5	-1	15	3	-8	6	-17	7	-2	.	-2
Clc1ccc(-c2noc3c2-c2nc(Cc4cccc5ccccc45)sc2CC3)cc1	0.0	-2	-3	-3	.	2	-17	9	3	-10	7

Ordered by number of heavy atoms (rising): part of the list above
SMILES	iPSC survival up	H9c2 protect	HIF-2a inh	NR2E3 ag-1	TRPM1 prom inh	NR2E3 ag-2	Shn3 inh set2	PDI turbidity	HTR2A ag	CaV13 FRET inh	Peg3 promoter
CCCCn1c(=N)n(CC(=O)C(C)(C)C)c2ccccc21	1.5	-1	15	3	-8	6	-17	7	-2	.	-2
COc1cc(CNC2CCCC2)cc(Cl)c1OCc1ccccc1F	-1.3	9	-18	-3	-14	0	6	3	6	-6	14
Cc1ccc2cc(C#N)c(SCC(=O)N3CCCc4ccccc43)nc2c1	-0.2	-1	16	1	-7	-5	23	1	0	-4	-1
CCn1c(CN2CCN(C(c3ccccc3)c3ccccc3)CC2)nc2c1c(=O)n(C)c(=O)n2C	0.6	4	15	2	-2	-36	12	4	-4	.	2

Next records follow.
SMILES	iPSC survival up	H9c2 protect	HIF-2a inh	NR2E3 ag-1	TRPM1 prom inh	NR2E3 ag-2	Shn3 inh set2	PDI turbidity	HTR2A ag	CaV13 FRET inh	Peg3 promoter
CN1CCN(C(=O)c2cc(S(=O)(=O)Nc3ccccc3F)c(Cl)cc2Cl)CC1	0.9	-1	17	-1	3	-4	-51	1	1	-3	6
COc1ccc(CN(CC(O)COc2cccc3[nH]cc(C)c23)C(C)(C)C)cc1 (stereo unspecified)	-0.5	6	8	2	15	-24	4	-1	-13	-20	-6
CCN(CC)CCn1c(NCc2ccc3c(c2)OCO3)nc2ccccc21	-0.7	-5	18	2	-4	18	41	-4	-8	1	-1
CCOc1ccc(NC(=O)CN2C(=O)COc3ccc(S(=O)(=O)N4CCCC4)cc32)cc1	1.2	-2	-5	-1	0	-24	20	-6	-4	-4	-6
CC1(C(=O)NS(C)(=O)=O)CCN1C(=O)Cc1ccc(Cl)cc1Cl (stereo unspecified)	-1.5	-2	4	.	.	8	4	-3	5	-5	-9
CCc1ccccc1N(C1=NCCCS1)S(=O)(=O)c1ccc(C(C)(C)C)cc1	-0.8	-11	13	-2	12	-7	27	7	-4	-2	22
O=C(C1CCC(=O)N(C2CC2)C1)N1CCC(Oc2ccccc2F)CC1 (stereo unspecified)	-0.4	-2	-6	2	-4	-23	23	-20	1	-7	-7
O=C(Cn1cnc2ccccc21)OCC(=O)N1CCCc2ccccc21	-1.3	2	26	-3	7	-19	-18	-1	0	-1	20
CCc1ccc(NC(=O)NCc2ccc3c(c2)OCO3)cc1	-0.5	3	-47	1	-13	-32	-7	-5	-5	-6	-81
CC(C)Oc1ccc(Cc2n[nH]c(=S)n2Cc2ccccc2)cc1Cl	0.5	-9	0	3	-8	-3	3	-5	1	-4	3
CC(NC(=O)CCC(=O)N1CCN(S(=O)(=O)c2ccc(Cl)cc2)CC1)c1ccccc1 (stereo unspecified)	-1.4	-21	23	1	-1	17	25	0	5	-6	16
C=CCNC(=S)NC(=O)c1ccc(C)c(Br)c1	-0.5	-12	-308	1	-59	-38	-61	-3	-2	-9	-182
C#CCOCCOCCOCCNc1nc(N2CCN(C(=O)[C@H](CCC(=O)O)n3cc([C@@H](N)CCCCN)nn3)CC2)nc(N2CCN(C(=O)[C@H](CCCCN)n3cc([C@@H](N)CC(N)=O)nn3)CC2)n1	-1.1	-6	12	.	2	-16	-5	-1	6	-16	-5
Cc1cc(C)cc(C(=O)NCC(=O)OCC(=O)N(C)C2CCS(=O)(=O)C2)c1 (stereo unspecified)	1.9	-4	9	0	11	3	-22	4	4	-5	8
O=C(N/N=C/c1cn(Cc2ccccc2)c2ccccc12)c1cc(O)cc(O)c1	-0.4	-6	5	.	6	1	-5	-5	-1	-6	-4
CCOC(=O)N1CCN(C(=O)C(C)c2ccc([N+](=O)[O-])cc2)CC1 (stereo unspecified)	0.0	6	3	1	6	6	-20	-4	-1	-14	-3
COc1cccc(NC(=O)CSc2nnc3cc(C)nc(N)n23)c1	-0.7	1	13	-3	-9	-14	-27	12	1	0	5
Cc1ccc(Oc2nc3ccccn3c(=O)c2/C=C(\C#N)C(=O)NC2CCS(=O)(=O)C2)c(C)c1 (stereo unspecified)	0.0	1	-5	0	2	-6	-7	17	9	-7	-5
COC(=O)c1ccccc1NC(=O)COc1ccc(S(=O)(=O)N2CCCC2)cc1C	3.4	-10	14	2	-3	12	33	-1	-3	-7	11
Cn1nc(SCC(=O)O)sc1=S	3.1	0	2	-1	11	-17	-31	17	0	-4	12

Among those listed so far, these contain a COOH group:
SMILES	iPSC survival up	H9c2 protect	HIF-2a inh	NR2E3 ag-1	TRPM1 prom inh	NR2E3 ag-2	Shn3 inh set2	PDI turbidity	HTR2A ag	CaV13 FRET inh	Peg3 promoter
COc1ccc2nc(SCCC(=O)O)cc(C)c2c1	-0.7	-6	4	4	7	-18	23	-9	-2	-1	-7
C#CCOCCOCCOCCNc1nc(N2CCN(C(=O)[C@H](CCC(=O)O)n3cc([C@@H](N)CCCCN)nn3)CC2)nc(N2CCN(C(=O)[C@H](CCCCN)n3cc([C@@H](N)CC(N)=O)nn3)CC2)n1	-1.1	-6	12	.	2	-16	-5	-1	6	-16	-5
Cn1nc(SCC(=O)O)sc1=S	3.1	0	2	-1	11	-17	-31	17	0	-4	12

(continued)
SMILES	iPSC survival up	H9c2 protect	HIF-2a inh	NR2E3 ag-1	TRPM1 prom inh	NR2E3 ag-2	Shn3 inh set2	PDI turbidity	HTR2A ag	CaV13 FRET inh	Peg3 promoter
COc1cccc(Nc2ncccc2C(=O)NCc2ccccc2)c1	5.2	-23	-7	.	1	16	30	4	1	.	-5
O=C(NNS(=O)(=O)c1ccc(Cl)cc1Cl)c1cc2ncc(C(F)(F)F)cc2s1	-0.6	3	11	-3	3	-2	-17	-2	1	-15	8
Oc1cccc(Nc2nc(-c3ccccc3)nc3ccccc23)c1	0.3	0	-5	2	9	-37	1	-9	-6	-4	33
C[C@H](CO)N1C[C@H](C)[C@@H](CN(C)C(=O)Nc2ccc3c(c2)OCO3)Oc2c(NC(=O)c3ccncc3)cccc2C1=O	-0.3	-1	12	.	-12	-5	-2	-3	9	-5	5
CSc1ccc(Cl)c(C(=O)Nc2cc(S(=O)(=O)N3CCOCC3)ccc2N2CCOCC2)c1	-1.2	11	9	.	2	9	27	-1	1	-5	20
Cc1ccc(-c2nnc(-c3cccs3)o2)cc1	-0.3	-10	-249	-3	-57	-144	-36	-2	-1	-2	-222
O=C(c1cc([N+](=O)[O-])ccc1Cl)N1CCN(c2ccccn2)CC1	-1.9	0	-21	1	-11	6	12	-52	-5	-3	0
O=C(CS(=O)(=O)c1cn(Cc2ccc(Cl)cc2)c2ccccc12)N1CCCCC1	1.2	6	3	1	.	-27	2	.	-1	-3	2
Cc1[nH]n(-c2ccccc2)c(=O)c1N=Nc1ccccc1C(=O)N1CCOCC1	-1.2	26	21	-1	6	-4	7	2	-4	-1	9
